APJ agonist: agonists of human APJ apelin receptor. 330,000 tested, 0.11% active. CHO-K1 APJ PathHunter beta-arrestin, luminescence; 0% DMSO wells, 100% apelin. P35414. AID 2520. activation, % at 20 µM;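 active = activation more than six SD over the plate average, tested at 20 µM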;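 note: 0% = DMSO alone and 100% = apelin-13 at 10 nM; some results filed as inactive read as strong as hits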
Target sequence (P35414 whole entry, looked up): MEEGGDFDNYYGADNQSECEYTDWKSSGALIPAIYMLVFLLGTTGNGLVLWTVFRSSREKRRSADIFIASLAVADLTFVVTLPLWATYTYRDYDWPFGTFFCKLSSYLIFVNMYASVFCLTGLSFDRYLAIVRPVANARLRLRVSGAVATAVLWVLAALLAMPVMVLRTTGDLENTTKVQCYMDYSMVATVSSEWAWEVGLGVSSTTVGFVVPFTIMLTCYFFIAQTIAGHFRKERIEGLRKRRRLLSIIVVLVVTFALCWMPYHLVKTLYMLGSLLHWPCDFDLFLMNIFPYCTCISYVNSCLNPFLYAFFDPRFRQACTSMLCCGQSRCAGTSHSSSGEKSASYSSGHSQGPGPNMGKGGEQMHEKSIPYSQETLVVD
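Assay system: engineered CHO-K1 APJ arrestin reporter cells; Amount: 1000 CHO-K1 reporter cells seeded per well; Dosing: one dose, 20 µM compound, 1% DMSO; Times: compound stimulation 90 min at 25 °C, detection 60 min; Measured by: luminescent beta-gal fragment complementation, chemiluminescent substrate; Read-out: APJ–arrestin association signal; Controls: DMSO vs Apelin-13 10 nM.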
APJ antag: antagonists of human APJ apelin receptor; P35414; CHO-K1 APJ beta-arrestin complementation, luminescence; inhibition, % at 20 µM; 330,000 tested, 0.32% active;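 active = inhibition above about 40% at 20 µM, limit read from the data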;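 note: cells challenged with 10 nM apelin-13 agonist together with compound; plate controls were apelin-13 plus DMSO wells for no effect and DMSO wells lacking apelin-13 for full effect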
Mdm2-MdmX inh: inhibitors of human Mdm2/MdmX interaction; 330,000 tested, 3% active; O15151+Q00987; inhibition, % at 8 µM; SaOS-2 split-luciferase Mdm2/MdmX complementation, luminescence;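 active = inhibition of at least 50% at 8 µM in the primary screen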
CXCR6 block: CXCR6 (human) receptor inhibition | O00574 | CHO-K1 PathHunter CXCR6 beta-arrestin, luminescence | inhibition, % at 20 µM | 360,000 tested, 0.36% active | AID 602244; in the data active = inhibition above about 34%, passing the limit was not always enough;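 note: antagonist mode with CXCL16 agonist at 10 nM final; 0% = 10 nM CXCL16 with DMSO and 100% = unstimulated wells without agonist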
XBP1 UPR activ: adaptive UPR (XBP1) activation. activation, % at 20 µM. CHO-XBP1 luciferase reporter, IRE1-XBP1 UPR activation, luminescence; percent of tunicamycin response, DMSO as zero. AID 463104. 330,000 tested, 0.33% active;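 active = versus positive control, 20 µM dose yields 30% or more activation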;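 note: 100% = tunicamycin at 10 µg/mL and 0% = DMSO only wells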
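Assay system: IRE1-XBP1 luciferase reporter CHO line. Input: 1000 cells/well. Buffer or medium: F12 with 10% serum. Doses: 20 µM, 1% DMSO. Times: overnight seeding at 37 °C, 6 h compound treatment at 37 °C. Technique: Steady-Glo luciferase glow luminescence, 10 min after reagent addition.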
CHOP UPR activ: activators of apoptotic arm of unfolded protein response (CHOP). CHO-CHOP luciferase reporter, UPR activation, luminescence; percent of tunicamycin response over DMSO baseline. activation, % at 10 µM. AID 449763. 330,000 tested, 0.34% active;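 active = at 10 µM dose, activation of 40% or more, normalized to positive control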;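 note: 100% = tunicamycin at 10 µg/mL and 0% = DMSO alone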
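Assay system: CHO cells with stable CHOP pathway luciferase reporter; Buffer or medium: F12 plus 10% serum; Times: 16-18 h cell attachment, then 6 h compound exposure, 37 °C; Signal: luciferase luminescence; Read-out basis: percent activation relative to tunicamycin control; Control set: tunicamycin high control, DMSO low control.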
tim23-1 inh: growth inhibitors of tim23-1 mutant yeast; S. cerevisiae tim23-1 growth, BacTiter-Glo luminescence, 24 h; inhibition, % at 20 µM; 330,000 tested, 1.3% active;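 active = growth inhibition of the mutant yeast at or above 50%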;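 note: temperature-sensitive mutant grown at 25 °C; plate controls were DMSO-treated mutant yeast for no effect and medium wells lacking yeast for full effect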
CCR6 antagonist: blocks CCL20-driven beta-arrestin recruitment at human CCR6. P51684. CHO-K1 CCR6 PathHunter beta-arrestin, luminescence, CCL20-stimulated. inhibition, % at 20 µM. 340,000 tested, 0.49% active. AID 493098;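 active = compounds whose inhibition of the agonist-driven luminescence signal at 20 µM reaches about 50%, limit read from the data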;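 note: cells stimulated with CCL20 at 14 nM final; plate controls were DMSO with CCL20 for no effect and DMSO without agonist for full effect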
Target sequence (P51684 whole entry, looked up): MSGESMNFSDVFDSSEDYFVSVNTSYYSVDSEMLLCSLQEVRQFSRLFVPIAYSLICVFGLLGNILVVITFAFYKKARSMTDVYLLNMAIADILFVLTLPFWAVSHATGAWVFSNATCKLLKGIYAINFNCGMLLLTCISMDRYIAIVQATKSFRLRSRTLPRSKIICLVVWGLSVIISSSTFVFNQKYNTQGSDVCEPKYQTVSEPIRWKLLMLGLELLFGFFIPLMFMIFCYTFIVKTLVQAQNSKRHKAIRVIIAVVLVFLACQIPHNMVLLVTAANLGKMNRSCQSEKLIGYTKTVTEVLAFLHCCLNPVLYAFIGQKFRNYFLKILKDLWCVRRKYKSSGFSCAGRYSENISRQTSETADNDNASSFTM
EBI2 block: antagonists of human EBI2 receptor | EBI2 beta-arrestin recruitment, luminescence, 7a,25-OHC stimulated | 360,000 tested, 0.81% active | inhibition, % at 5 µM | P32249; in the data active = inhibition above about 38%;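 note: enzyme fragment complementation signal reports receptor beta-arrestin coupling in cells; 0% = agonist plus DMSO wells and 100% = wells without agonist; some results beyond the cut were filed as inactive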
Numbers without * were called inactive; . = no result given. These rows are one share of the data; count on the stated rates, not on these rows.

SMILES | APJ agonist | APJ antag | Mdm2-MdmX inh | CXCR6 block | XBP1 UPR activ | CHOP UPR activ | tim23-1 inh | CCR6 antagonist | EBI2 block
CC(C)C(=O)Nc1cc(S(=O)(=O)N2CCOCC2)ccc1N1CCCCC1 | -2 | 8 | -11 | -9 | 2 | -0.6 | 16 | 7 | 1
CCCN(CC(=O)Nc1ccccc1OC)C(=O)c1cc(-c2ccccc2)nn1-c1ccccc1 | -4 | 5 | -6 | 8 | -1 | 0.4 | 30 | 18 | 10
CCN1C(=O)N[C@H](c2ccccc2)C(C(C)=O)=C1C | 6 | 10 | 24 | -2 | -1 | 2.0 | 16 | -1 | 0
Cc1ccc2[nH]c(CNC(=O)c3ccccc3F)cc2c1 | -2 | -9 | 3 | -10 | 1 | 0.6 | 4 | 11 | 2
Cn1c(SCCOc2ccc(F)cc2)nnc1-c1ccncc1 | -5 | 0 | -5 | -2 | -1 | 1.2 | -11 | -2 | -5
O=C(NC(=S)Nc1ccccc1N1CCCC1)c1cccc(F)c1 | -6 | 17 | 28 | 19 | 0 | -1.9 | 31 | 33 | -10
O=C(NCC(c1ccco1)N1CCCC1)c1cn(Cc2ccccc2)nc1-c1ccccc1 (stereo unspecified) | -1 | 2 | 5 | 1 | 2 | -3.6 | 6 | 7 | 3
COc1ccccc1NS(=O)(=O)c1ccc(-c2cnc(C3CC3)o2)cc1 | 0 | 3 | 70* | 1 | 5 | 0.7 | 26 | 11 | -8
COc1cc(C(=O)Nc2nnc(CC(=O)NCc3ccccc3)s2)cc(OC)c1OC | 0 | 17 | 18 | -2 | -4 | 1.6 | 0 | 0 | -7
O=C(N/C=C\c1ccccc1)NCc1ccc(Cl)cc1 | -3 | -11 | 15 | -8 | 1 | -0.7 | 15 | -7 | 11
CC(OC(=O)/C=C/c1ccco1)C(=O)NC1CCCCC1C (stereo unspecified) | -3 | 14 | 3 | 1 | 2 | -2.2 | 19 | 7 | 13
Cc1cc(-c2n[nH]c(=S)n2-c2ccccc2C)cs1 | -3 | 15 | -10 | -4 | 0 | -2.3 | 14 | 4 | -14
CCC(C)OC(=O)n1ccc(C(=O)Nc2nccs2)n1 (stereo unspecified) | -7 | 21 | 1 | -2 | -1 | 2.8 | 8 | 5 | -14
CC(=O)N1c2ccc(S(=O)(=O)N(C)C3CCCCC3)cc2CC1C (stereo unspecified) | 10 | 6 | 1 | 3 | -1 | -1.0 | 30 | -4 | -6
CCC(CC)NC(=O)COC(=O)CCC(=O)c1cccs1 | -3 | -15 | -29 | -4 | 1 | 4.5 | 12 | 12 | -4
CCn1c(SCC(=O)C(C)(C)C)nnc1-c1ccccn1 | 0 | 6 | 20 | -6 | -1 | 2.5 | 11 | 11 | -5
CC(=O)c1ccc(N2CCN(C(=O)CCS(=O)(=O)c3ccc4c(c3)NC(=O)CS4)CC2)cc1 | 4 | 14 | -1 | -3 | 0 | -0.7 | -2 | 12 | 3
CC(C)(Cc1ccc(O)cc1)NC(=O)CC(=O)N=Nc1c(O)[nH]c2cc(Br)ccc12 | -4 | 24 | 9 | 11 | 1 | 2.7 | 1 | 31 | 7
COc1ccc(/C=C(\C#N)c2cc(OC)c(OC)cc2[N+](=O)[O-])cc1 | -4 | -10 | -11 | 3 | 0 | 1.9 | 1 | 15 | -16
Cc1nn(-c2ccc(Br)cc2)c(=O)c2ccccc12 | 1 | -24 | -57 | -7 | -1 | 3.5 | 33 | 5 | 14
COC(=O)c1cc2c(s1)-c1ccccc1OC2 | 12 | -2 | 2 | 7 | 6 | 1.1 | 28 | 8 | -6
CCOc1ccc(OCC(=O)OCC(=O)NCC2CCCO2)cc1 (stereo unspecified) | 4 | -3 | 17 | 1 | -2 | 0.5 | 6 | 3 | -7
COc1ccc(S(=O)(=O)NCc2ccc(C(=O)O)cc2)cc1 | -1 | 13 | 43 | 0 | -3 | -0.6 | 10 | -8 | -6
COc1cccc(N(C(=O)c2snc(C(N)=O)c2N)C(C(=O)NCC2CCCO2)c2ccc(F)cc2)c1 (stereo unspecified) | -1 | 13 | -9 | -4 | -2 | -1.4 | 24 | 8 | 4
Cc1ccc(-n2c(=O)cc(N3CC(C)CC(C)C3)[nH]c2=O)cc1 (stereo unspecified) | -5 | 14 | 14 | 7 | 1 | 0.4 | 12 | 0 | 17
N#C/C(C(=O)N1CCOCC1)=C1/SC(Cc2ccc(F)cc2)C(=O)N1c1ccccc1 (stereo unspecified) | -5 | 1 | 41 | -1 | -2 | -0.6 | 3 | 14 | 7
CCCn1c(SCC(=O)Nc2ccccc2OC)nnc1-c1ccco1 | 0 | -25 | 43 | 5 | 1 | -1.8 | 7 | 11 | 9
COc1cc(/C=C2/C(=O)NN(c3cccc(Cl)c3)C2=O)cc(Br)c1O | -6 | 29 | 3 | 24 | -7 | 0.5 | 13 | 40 | 7
Cc1ccccc1OCCCn1c(=O)sc2ccccc21 | -4 | 13 | -84 | 4 | 5 | 5.7 | 9 | 24 | 14
Cc1cc(NC(=O)CSc2nc(C(C)(C)C)nc3ccccc23)no1 | -2 | -3 | 19 | 8 | -3 | -0.5 | 3 | 4 | 1
CC(C)(C)CC(=O)Nc1nnc(SCC(=O)N2CCCCC2)s1 | -3 | -17 | -4 | 6 | 3 | 0.8 | 16 | 8 | -3
C=C[C@@H]1c2cc(C)ccc2N(S(=O)(=O)c2ccc(C)cc2)[C@H](c2ccc(OC(C)=O)cc2)C1(C#N)C#N | -3 | -4 | 72* | 2 | 3 | 4.0 | 24 | 8 | 8
OCCSc1nc(-c2cccnc2)nc2ccccc12 | -3 | 9 | 30 | -3 | 5 | -1.4 | 42 | -19 | 7
O=c1sc(Nc2ccccc2)nc2ccsc12 | -3 | 10 | -49 | 4 | 9 | 4.7 | 49 | 12 | 6
CN=C1CC(C)(C)CC(=O)/C1=C(/O)CCC(=O)NC | 1 | 5 | -12 | 3 | -1 | -1.9 | 4 | 0 | 2
O=C(NC1CCCCCC1)c1cc2n(n1)C(C(F)(F)F)CC(c1ccco1)N2 (stereo unspecified) | 3 | -8 | 14 | 1 | -2 | -3.2 | 10 | 6 | 1
O=C(Nc1ccc(S(=O)(=O)N2CCCCC2)cc1)c1cnccn1 | -5 | 1 | 16 | -3 | 1 | -1.4 | -5 | -10 | -1
COc1ccc(C2C(C#N)=C(N)N(N(C)C)C3=C2C(=O)CC(C)(C)C3)cc1 (stereo unspecified) | -1 | 10 | -2 | -4 | 2 | -0.8 | 16 | 10 | -5
COc1ccc(C(c2sc3nc(C)nn3c2O)N2CCN(Cc3ccccc3)CC2)cc1OC (stereo unspecified) | -1 | 18 | -1 | 0 | -2 | -0.6 | 0 | 13 | 1
COc1cc(C(=O)NCC(=O)NCCCSc2ccccc2)cc(OC)c1OC | -2 | 11 | -14 | -8 | -2 | -0.7 | 3 | -5 | 4
CCc1ccc(N=c2c([N+](=O)[O-])nn(-c3ccccc3)n2O)cc1 | 2 | -50 | -66 | -11 | 1 | 1.4 | 38 | 8 | -18
COc1ccc(CCC(=O)N2CCc3ccccc32)cc1 | -5 | -1 | -71 | -1 | 6 | 3.4 | 15 | 5 | 3
c1ccc2sc(NC3=NCN(Cc4ccc5c(c4)OCO5)CN3)nc2c1 | -4 | -12 | -16 | 0 | 3 | -1.1 | 32 | 2 | -1
Cc1ccc(N(CC(=O)NCc2ccc3c(c2)OCO3)C(=O)CCC(=O)Nc2ccccn2)cc1 | -2 | 16 | 5 | 4 | -2 | 2.3 | -8 | 23 | 15
COc1cccc(-n2nnc3c(=O)n(CC(=O)NC4CCCC4)cnc32)c1 | -5 | 0 | -9 | 6 | -3 | -1.2 | -3 | 3 | 2
CC(C)(C)n1nc2c(c1NC(=O)COc1ccc3ccccc3c1)CS(=O)(=O)C2 | -1 | -2 | -19 | -8 | 0 | 1.1 | 16 | 2 | 3
Cc1cccc(OCC(=O)N2CCN(C(=O)Cc3ccccc3)CC2)c1 | 1 | 17 | 6 | -12 | 0 | 0.7 | -2 | -2 | 15
O=C(Nc1ncc(Br)s1)C1CCCN1S(=O)(=O)c1cccc2cccnc12 (stereo unspecified) | 0 | 4 | 13 | 1 | -4 | -0.3 | 6 | -8 | -1
CC(=O)CCc1ccc(OCC(O)CNCCOc2ccc(C)cc2)cc1 (stereo unspecified) | -1 | 3 | -25 | -1 | -3 | 0.5 | 4 | 4 | 1
CCCCN1CC[C@H]2C=CC[C@@H](C(=O)Nc3ccc(Cl)cc3Cl)[C@H]2C1=O | 1 | 22 | 2 | 9 | 2 | 1.4 | 39 | 21 | 3
Cc1ccc2nc(-c3ccccn3)cc(C(=O)Nc3ccc4c(c3)OCO4)c2c1 | 2 | 7 | 29 | 9 | -1 | 0.9 | -40 | 6 | -4
COc1ccccc1N1CCN(C(=O)/C=C/c2cccs2)CC1 | -4 | 0 | 4 | -8 | 5 | 1.0 | 31 | -10 | 48*
Cc1ccc(-c2nnc(N3CCN(CCO)CC3)c3ccccc23)cc1 | 2 | -5 | 4 | 3 | -8 | -1.1 | 3 | 9 | -3
COc1cc(Oc2ccccc2)nc(N)n1 | 0 | -6 | 20 | -8 | -1 | 7.4 | 7 | -4 | -5
O=C(C[n+]1cc2ccccc2c2ccccc21)c1ccccc1 | -3 | 15 | -2 | 8 | -3 | -1.0 | 44 | 17 | -6
CC1CCCCN1S(=O)(=O)c1ccc(C(=O)Nc2nnc(C3CC3)o2)cc1 (stereo unspecified) | -7 | 11 | 36 | 6 | -2 | -1.3 | 17 | 4 | 13
S=C(Nc1cc(Cl)ccc1Cl)Nn1cnnc1 | -5 | 16 | -16 | -3 | 1 | 2.6 | 20 | -4 | -2
COc1ccc(-c2[nH]ncc2/C=N/NC(=O)c2cc(Br)ccc2O)c(OC)c1 | 3 | 17 | 32 | 9 | 0 | 1.6 | 13 | 16 | -2
CCN=c1scc(C)n1/N=C/c1ccsc1 | 3 | 15 | -122 | 10 | 5 | 6.1 | 28 | -1 | -6
CCCCNc1ccc(C(F)(F)F)cc1S(=O)(=O)NCCc1ccc(F)cc1 | . | . | 29 | -2 | 3 | 3.3 | 40 | 23 | 5

Structural class, those above containing a nitro group on carbon (2)
SMILES | APJ agonist | APJ antag | Mdm2-MdmX inh | CXCR6 block | XBP1 UPR activ | CHOP UPR activ | tim23-1 inh | CCR6 antagonist | EBI2 block
COc1ccc(/C=C(\C#N)c2cc(OC)c(OC)cc2[N+](=O)[O-])cc1 | -4 | -10 | -11 | 3 | 0 | 1.9 | 1 | 15 | -16
CCc1ccc(N=c2c([N+](=O)[O-])nn(-c3ccccc3)n2O)cc1 | 2 | -50 | -66 | -11 | 1 | 1.4 | 38 | 8 | -18

High-throughput results (PubChem)
